TRPM1 prom inh = MITF TRPM1 promoter inhibition in SK-MEL-5 cells; SK-MEL-5 TRPM1 promoter luciferase, 24 h; hit rate 0.83% among 330,000; AID 488899; inhibition, % at 12.5 µM;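 active = mean inhibition across replicates of 60% or more, whatever share of single replicates reaches that level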; also: values of inactives mirror those of a sister screen read the other way
NR2E3 ag-1 = NR2E3 (human) agonism. Q9Y5X4. GST-NR2E3/biotin-RetCOR TR-FRET, 1536-well. inhibition of corepressor binding, % at 4.78 µM. hit rate 0.12% among 320,000. AID 2300;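 active = percent inhibition above the cutoff of mean plus 3 SD of all tested compounds, set per screening campaign, cut at about 20% in these data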;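 also: 0% = DMSO wells and 100% = biotin wells as full block of FRET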
Target sequence (Q9Y5X4 whole entry, looked up): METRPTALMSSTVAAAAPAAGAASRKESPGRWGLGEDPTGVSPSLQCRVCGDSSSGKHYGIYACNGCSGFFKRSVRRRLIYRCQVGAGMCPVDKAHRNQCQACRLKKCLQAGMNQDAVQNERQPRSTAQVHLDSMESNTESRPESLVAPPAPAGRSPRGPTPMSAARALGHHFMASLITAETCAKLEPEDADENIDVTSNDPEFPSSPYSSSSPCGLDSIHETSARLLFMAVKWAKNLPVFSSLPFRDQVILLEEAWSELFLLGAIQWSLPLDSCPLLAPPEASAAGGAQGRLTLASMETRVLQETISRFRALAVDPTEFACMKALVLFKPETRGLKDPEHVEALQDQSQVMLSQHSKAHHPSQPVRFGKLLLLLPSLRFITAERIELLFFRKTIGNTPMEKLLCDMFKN
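system = GST-tagged NR2E3 plus biotinylated RetCOR corepressor | input = 1.35 nM GST-NR2E3 | also added = 7 nM biotin-RetCOR | schedule = 5 h incubation at 4 °C | measured by = TR-FRET with europium anti-GST and streptavidin-D2, 340 nm excitation | read-out = percent loss of FRET ratio relative to control wells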
Peg3 prom inh = Peg3 promoter activity inhibition | HeLa PEG-Prom luciferase reporter, luminescence, overnight | inhibition, % at 20 µM | hit rate 1.7% among 360,000;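 active = inhibition of at least 50% at 20 µM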
CF NFkB block = cystic fibrosis NF-kB activation inhibition | KKLEB NF-kB-GFP reporter, PAF-induced, GFP fluorescence overnight | inhibition, % at 5 µM | hit rate 0.86% among 360,000;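 active = at least 50% inhibition at 5 µM, scaled per plate between neutral and stimulator controls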;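 also: PAF is a Pseudomonas aeruginosa culture filtrate used as stimulus; plate controls were PAF-stimulated DMSO wells for no effect and unstimulated DMSO wells for full effect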
Shn3 inh set2 = reduces Shn3 3'UTR luciferase signal in osteoblasts. Clone20 osteoblast Shn3 3'UTR firefly luciferase, 24 h. inhibition, % at 12.5 µM. hit rate 0.52% among 360,000;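 active = mean inhibition of at least 75% with every replicate also reaching 75%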;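 also: 0% = median of neutral control wells and 100% = pilot-screen positive control compound; some compounds past the cut are filed as inactive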
EBV LMP1 NFkB = Epstein-Barr LMP1 NF-kappaB reporter inhibition; LMP1-induced NF-kappaB luciferase reporter cells, luminescence; inhibition, % at 12.5 µM; hit rate 0.69% among 350,000; AID 504558; in the data active = inhibition above about 41%;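 also: 0% = neutral control wells and 100% = reference inhibitor control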
KKLEB cytotox = reduces viability of KKLEB cystic fibrosis airway cells. KKLEB CF airway cells viability, ATPlite luminescence, overnight; stronger effect = lower value; cells stimulated with P. aeruginosa culture filtrate. activity change (cytotoxicity), % at 5 µM. hit rate 0.36% among 360,000;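 active = corrected activity change at or below -50% at 5 µM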
HIF-2a inh = blocks HIF-2a reporter activity. 786-0 RCC cells HIF-2a reporter, luciferase luminescence, overnight. inhibition, % at 18.8 µM. hit rate 0.72% among 360,000;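 active = inhibition of the luminescence signal of 40% or more relative to plate controls, in a single-dose primary screen at 18.75 µM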
iPSC survival up = enhancers of human iPSC single-cell survival | hiPSC single-cell survival, ATPlite luminescence; 100% = ROCK inhibitor wells, 0% = DMSO | survival enhancement, % at 20 µM | hit rate 0.044% among 360,000 | AID 602274; in the data active = survival enhancement above about 18%;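 also: cells exposed to compounds for 16 hours before the ATP read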
NR2E3 ag-2 = human photoreceptor-specific nuclear receptor agonism; Q9Y5X4; CHO-S Gal4-NCOR/VP16-NR2E3 two-hybrid, luciferase; inhibition of corepressor binding, % at 3.98 µM; hit rate 0.35% among 360,000; AID 602229;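 active = inhibition above the mean of all tested compounds plus 3 SD, cut at about 70% in these data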;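 also: 0% = DMSO with NR2E3 transfected cells and 100% = cells lacking NR2E3 construct; higher means lower luciferase signal from less NR2E3 corepressor binding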
C8 TRAIL sens = caspase-8 TRAIL sensitization | NB7+C8 cells + TRAIL, ATPlite viability luminescence | inhibition (viability loss, TRAIL sensitization), % at 10 µM | hit rate 1% among 360,000 | AID 624354;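 active = compounds causing at least 50% loss of cell viability in the single-dose screen, relative to plate controls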
* hit, by the source's call; . = not tested or not shown. Only part of the results is shown; count on the stated rates, not on these rows.

cpd	SMILES	TRPM1 prom inh	NR2E3 ag-2	Peg3 prom inh	HIF-2a inh	NR2E3 ag-1	CF NFkB block	EBV LMP1 NFkB	iPSC survival up	Shn3 inh set2	C8 TRAIL sens	KKLEB cytotox
1	COc1cc(NC(=O)Nc2cc(C)on2)cc(OC)c1OC	-6	-8	1	6	2	-3	3	-0.3	0	-9	6
2	CC(=O)Nc1ccc(NC(=O)c2ccc(Cl)c(S(=O)(=O)N3CCc4ccccc43)c2)cc1	-1	-14	-6	-1	.	-28	1	0.4	52	9	6
3	O=C1NC(=S)N/C1=C/c1cc([N+](=O)[O-])ccc1N1CCOCC1	-4	-16	15	13	0	-8	10	1.9	5	-5	0
4	CCOC(=O)C1CCN(S(=O)(=O)c2ccc3oc(=O)ccc3c2)CC1	10	8	5	11	0	11	-4	0.2	-5	-13	-6
5	CCc1ccccc1NC(=O)c1nnn(CC(=O)Nc2cccc(C)c2)c1N	2	4	22	17	1	-1	15	0.6	3	-4	6
6	Brc1ccc2nc(N3CCN(c4ccccc4)CC3)sc2c1	-20	-36	-36	-89	5	-2	-9	1.0	1	-4	5
7	COc1ccccc1C(=O)N/C(=C\c1ccc(Br)cc1)C(=O)NCCCO	.	4	7	10	2	7	4	5.1	-5	5	-6
8	Cc1oc2ccc(O)cc2c1C(=O)c1ccccc1	-16	-68	-78	9	-1	-13	-6	-0.6	-36	3	-1
9	C=CCOC(=O)C1=C(C)N=C2SCCC(=O)N2C1c1ccc(OC(=O)c2ccco2)cc1 (stereo unspecified)	-4	10	6	10	2	7	-13	12	-19	-1	-3
10	NC(=O)NC(Cc1ccccc1)C(=O)N1CCN(S(=O)(=O)c2ccc(Cl)cc2)CC1 (stereo unspecified)	3	-15	16	8	6	-10	-1	0.3	-8	2	0
11	CCC1(C)Cc2ccccc2-c2nc3n(c(=O)c21)CC(C(=O)O)S3 (stereo unspecified)	3	3	6	5	2	-4	-3	-0.8	3	-8	-9
12	C[C@H](CO)N1C[C@H](C)[C@@H](CN(C)S(=O)(=O)c2ccc(Oc3ccccc3)cc2)OCc2cnnn2CCCC1=O	.	-15	7	18	.	10	0	-0.1	2	-11	-15
13	CC1CCN(CC(=O)Nc2cccc([N+](=O)[O-])c2)CC1	-6	-20	-2	-24	1	2	-3	-0.4	2	2	-4
14	CC(=O)N(C1=C(N)C(=O)c2ccccc2C1=O)c1ccccc1	65*	2	28	17	-4	-17	-1	-0.4	25	37	3
15	CC(=O)Nc1ccc2c(c1)C(=O)c1ccc(Cl)cc1-2	-14	-5	-45	-38	.	-52	11	-2.2	-65	3	15
16	COC(=O)c1cc(C(=O)Nc2ccc(C)cn2)cc([N+](=O)[O-])c1	-1	5	1	0	2	17	-1	-0.7	15	7	7
17	Cc1cc(Cl)ccc1OC(C)C(=O)Nc1ccc(S(=O)(=O)N2CCOCC2)cc1 (stereo unspecified)	-9	5	24	19	1	13	4	3.9	37	2	-1
18	COc1ccc(CCNC(=O)CCc2nnc(Cc3ccc4c(c3)OCO4)o2)c(OC)c1	2	-17	18	19	-3	-11	-8	-0.5	5	3	-2
19	COCCCNC(=O)c1cn(CC(C)C)c(=O)c2c1c1ccccc1n2C	6	14	-2	16	2	-14	0	1.1	-7	9	4
20	Cc1ccc(O)c(CP(=O)(c2ccccc2)c2ccccc2)c1	14	-3	3	18	4	-4	3	2.8	-4	-14	10
21	Cc1cnc(CNC(=O)C2CCC(=O)N(CCc3ccc(Cl)cc3)C2)cn1 (stereo unspecified)	-3	-2	-4	6	.	-2	0	-0.3	9	-20	-5
22	COc1ccc(Nc2c([N+](=O)[O-])ccc3c2=NC2(CCCCC2)N=3)cc1	3	-22	-29	-96	-7	2	-8	-0.8	-10	3	-4
23	CC(C)OCCCN1CN(S(=O)(=O)c2cccc(Cl)c2)c2nc3ccccc3nc21	-21	-20	-90	-74	1	3	2	1.3	-8	3	-2
24	CCC(=O)c1ccc(OCC(O)CNC(C)c2ccccc2)cc1 (stereo unspecified)	5	3	-3	11	3	2	3	-2.7	0	-2	1
25	O=C(NCc1ccco1)NCC(F)(F)F	-1	-2	9	8	1	-7	-18	0.9	-5	0	-17
26	Cc1cccc(OCCNc2ccc([N+](=O)[O-])cn2)c1	-7	-18	-13	-11	2	-2	-23	-0.7	7	4	-8
27	COc1ccc(C)cc1NC(=O)C1CCCN(S(=O)(=O)c2ccc3c(c2)CCCN3C(C)=O)C1 (stereo unspecified)	-10	-44	0	-7	-4	3	1	0.3	2	8	-2
28	O=C(NNC(=O)c1cccc2ccccc12)c1cccc(F)c1	-5	21	-36	-34	.	-5	2	-2.0	-1	-3	-15
29	CC(=O)c1cccc(N(C(=O)CNC(=O)c2ccco2)C(C(=O)NCC2CCCO2)c2ccccc2)c1 (stereo unspecified)	-7	-7	15	7	7	-4	0	-0.2	10	-7	3
30	Cc1cc(C)n2nc(C(=O)OCC(=O)NC(=O)c3ccccc3)nc2n1	-2	-1	3	-2	4	-13	3	-0.4	-1	-6	19
31	Cc1c(N2C(=O)c3ccc4c5c(ccc(c35)C2=O)CC4)c(=O)n(-c2ccccc2)n1C	5	-7	9	10	21*	-30	-1	7.7	20	-12	0
32	O=C(CSc1ncn[nH]1)Nc1nc(-c2ccccc2)ns1	-8	-49	-57	-93	6	24	-11	2.4	-16	-7	12
33	Nn1c(SCC(=O)N2CCOCC2)nnc1-c1cccnc1	-6	-27	7	4	-2	-8	7	1.4	-8	-11	1
34	CCC(=O)c1ccc(OCC(O)CN2CC(C)OC(C)C2)cc1 (stereo unspecified)	-4	-6	10	7	3	1	10	3.0	-3	10	5
35	COc1ccc(NC(=O)N(Cc2cc3cc(C)ccc3[nH]c2=O)CC2CCCO2)cc1 (stereo unspecified)	2	-26	19	22	2	2	4	0.4	6	-16	-5
36	CC1(NC(=O)NCc2ccccc2)CCS(=O)(=O)C1 (stereo unspecified)	-11	0	8	16	-1	10	1	1.9	-9	-10	-4
37	CCn1ncc(C2=NOC(C(=O)Nc3cnn(C45CC6CC(CC(C6)C4)C5)c3)C2)c1C (stereo unspecified)	14	-1	-9	19	2	6	13	3.6	42	-3	13
38	O=C1CNc2cc(Cl)ccc2N1	.	7	3	4	.	-13	-1	2.5	-22	-16	6
39	COC(C[C@H](O)[C@H](C)[C@@H](O)COCc1ccccc1)OC	-10	-22	5	13	.	0	3	0.3	-2	-1	17
40	NC(=O)COC(=O)CN1C(=O)C2CCCCC2C1=O (stereo unspecified)	-5	-10	-10	17	3	6	2	7.5	-34	2	-1
41	COc1ccc(/C(N)=N/OC(=O)CSc2ccccc2)cc1OC	-52	-123	-221	-198	0	6	-10	5.6	-26	-18	2
42	O=C(c1cc(-c2ccc(Cl)cc2)n[nH]1)N1CCc2ccccc2C1	-1	-39	-22	-62	-1	-11	1	-0.1	-7	-8	0
43	Cc1ccc(C(=O)CSc2nc3ccccc3o2)cc1	-34	-30	-179	-196	-5	-4	-19	1.1	0	-11	3
44	CC1CCc2nc3ccccc3c(C(=O)OCC(=O)N(C)C3CCS(=O)(=O)C3)c2C1 (stereo unspecified)	-9	-35	5	14	2	0	-3	-0.3	-26	-8	8
45	CCN(Cc1ccccc1)C(=O)C1CCN(c2ncnc3c2nc2n3CCCCC2)CC1	5	-18	33	23	0	19	-3	-0.3	20	8	-15
46	O=C(Cc1ccccc1)NCC(=O)OCC(=O)c1cccc([N+](=O)[O-])c1	8	7	5	12	1	-4	4	1.9	-10	-3	5
47	CCOCCCNC(=O)/C(C#N)=C/c1cc(OC)c(O)c([N+](=O)[O-])c1	9	-30	10	18	0	10	-6	-1.9	-7	-25	-28
48	CCCN(C(=O)c1ccc(-n2cncn2)c([N+](=O)[O-])c1)C1CCS(=O)(=O)C1 (stereo unspecified)	0	7	10	14	4	11	3	0.1	-2	-6	9
49	O=C(COc1ccccc1)Nc1c2c(nn1-c1ccccc1)CS(=O)(=O)C2	-3	6	12	20	1	31	2	0.9	3	8	-10
50	CCCN1CCC(NCC(C)c2ccccc2)CC1 (stereo unspecified)	5	-4	-11	11	2	-3	0	-0.4	0	3	4
51	Cc1ccc(CNC(=O)c2c(-c3ccccc3Cl)noc2C)cc1	3	7	2	14	0	-16	1	0.2	1	2	13
52	CCOc1ccccc1C1NC(=O)NC(C)=C1C(=O)OC1CCCCC1 (stereo unspecified)	9	0	11	23	2	28	-8	0.3	6	-9	1
53	Cc1nc(NC(=O)c2ccc3c(c2)OCO3)ccc1Br	-130	-144	-281	-350	5	-11	-50	-1.8	-128	9	8
54	COc1ccc(C)cc1S(=O)(=O)N(C)CC(=O)N1CCCCC1	-1	-1	1	-14	-2	12	-4	1.2	-7	12	2

Assay outcomes from PubChem BioAssay.
